EBV LMP1 NFkB = Epstein-Barr LMP1 NF-kappaB reporter inhibition. LMP1-induced NF-kappaB luciferase reporter cells, luminescence. inhibition, % at 12.5 µM. AID 504558. actives 0.69% (n = 350,000); in the data active = inhibition above about 41%;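 also: 0% = neutral control wells and 100% = reference inhibitor control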
KKLEB tox = CF airway cell cytotoxicity counter-screen; KKLEB CF airway cells viability, ATPlite luminescence, overnight; stronger effect = lower value; cells stimulated with P. aeruginosa culture filtrate; activity change (cytotoxicity), % at 5 µM; AID 602141; actives 0.36% (n = 360,000);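 active = corrected activity change at or below -50% at 5 µM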
NR2E3 ag-1 = human photoreceptor-specific nuclear receptor agonism | Q9Y5X4 | CHO-S Gal4-NCOR/VP16-NR2E3 two-hybrid, luciferase | inhibition of corepressor binding, % at 3.98 µM | actives 0.35% (n = 360,000) | AID 602229;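 active = inhibition above the mean of all tested compounds plus 3 SD, cut at about 70% in these data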;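 also: 0% = DMSO with NR2E3 transfected cells and 100% = cells lacking NR2E3 construct; higher means lower luciferase signal from less NR2E3 corepressor binding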
Target sequence (Q9Y5X4 whole entry, looked up, the tested form may be a part): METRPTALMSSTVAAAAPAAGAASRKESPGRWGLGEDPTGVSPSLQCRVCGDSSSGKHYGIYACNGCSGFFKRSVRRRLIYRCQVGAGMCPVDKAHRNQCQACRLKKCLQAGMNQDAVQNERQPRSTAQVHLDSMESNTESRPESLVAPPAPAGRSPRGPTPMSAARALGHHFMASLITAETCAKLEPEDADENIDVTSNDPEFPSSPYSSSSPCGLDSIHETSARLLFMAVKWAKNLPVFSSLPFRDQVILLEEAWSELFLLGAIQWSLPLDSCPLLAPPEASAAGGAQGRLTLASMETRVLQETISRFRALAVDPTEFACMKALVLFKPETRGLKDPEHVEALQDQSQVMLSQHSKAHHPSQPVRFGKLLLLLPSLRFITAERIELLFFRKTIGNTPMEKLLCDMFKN
C8 TRAIL sens = caspase-8 TRAIL sensitization; NB7+C8 cells + TRAIL, ATPlite viability luminescence; inhibition (viability loss, TRAIL sensitization), % at 10 µM; actives 1% (n = 360,000); AID 624354;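 active = compounds causing at least 50% loss of cell viability in the single-dose screen, relative to plate controls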
Shn3 inh set2 = inhibitors of Schnurri-3 3'UTR reporter in osteoblasts; inhibition, % at 12.5 µM; actives 0.52% (n = 360,000); Clone20 osteoblast Shn3 3'UTR firefly luciferase, 24 h;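 active = mean inhibition of at least 75% with every replicate also reaching 75%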;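 also: 0% = median of neutral control wells and 100% = pilot-screen positive control compound; some compounds past the cut are filed as inactive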
Peg3 prom inh = inhibitors of Peg3 promoter. HeLa PEG-Prom luciferase reporter, luminescence, overnight. inhibition, % at 20 µM. actives 1.7% (n = 360,000). AID 588405;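 active = inhibition of at least 50% at 20 µM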
CF NFkB block = inhibitors of cystic fibrosis induced NF-kB; KKLEB NF-kB-GFP reporter, PAF-induced, GFP fluorescence overnight; inhibition, % at 5 µM; actives 0.86% (n = 360,000);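 active = at least 50% inhibition at 5 µM, scaled per plate between neutral and stimulator controls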;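 also: PAF is a Pseudomonas aeruginosa culture filtrate used as stimulus; plate controls were PAF-stimulated DMSO wells for no effect and unstimulated DMSO wells for full effect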
HIF-2a block = blocks HIF-2a reporter activity; inhibition, % at 18.8 µM; 786-0 RCC cells HIF-2a reporter, luciferase luminescence, overnight; actives 0.72% (n = 360,000);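 active = inhibition of the luminescence signal of 40% or more relative to plate controls, in a single-dose primary screen at 18.75 µM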
NR2E3 ag-2 = agonists of human nuclear receptor NR2E3; Q9Y5X4; GST-NR2E3/biotin-RetCOR TR-FRET, 1536-well; inhibition of corepressor binding, % at 4.78 µM; actives 0.12% (n = 320,000); AID 2300;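 active = percent inhibition above the cutoff of mean plus 3 SD of all tested compounds, set per screening campaign, cut at about 20% in these data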;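 also: 0% = DMSO wells and 100% = biotin wells as full block of FRET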
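system = GST-tagged NR2E3 plus biotinylated RetCOR corepressor | input = 1.35 nM GST-NR2E3 | also added = 7 nM biotin-RetCOR | schedule = 5 h incubation at 4 °C | measured by = TR-FRET with europium anti-GST and streptavidin-D2, 340 nm excitation | read-out = percent loss of FRET ratio relative to control wells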
iPSC survival up = hiPSC single-cell survival enhancement; survival enhancement, % at 20 µM; ATPlite luminescence; 100% = ROCK inhibitor wells, 0% = DMSO; AID 602274; actives 0.044% (n = 360,000); in the data active = survival enhancement above about 18%;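 also: cells exposed to compounds for 16 hours before the ATP read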
MITF TRPM1 inh = MITF TRPM1 promoter inhibition in SK-MEL-5 cells. SK-MEL-5 TRPM1 promoter luciferase, 24 h. inhibition, % at 12.5 µM. actives 0.83% (n = 330,000). AID 488899;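 active = mean inhibition across replicates of 60% or more, whatever share of single replicates reaches that level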; also: values of inactives mirror those of a sister screen read the other way
* hit, by the source's call; nt = no result given. The list is partial; rates above refer to the full screens.

SMILES	EBV LMP1 NFkB	KKLEB tox	NR2E3 ag-1	C8 TRAIL sens	Shn3 inh set2	Peg3 prom inh	CF NFkB block	HIF-2a block	NR2E3 ag-2	iPSC survival up	MITF TRPM1 inh
Nc1ncc(Br)cc1S(=O)(=O)Nc1cc(C(F)(F)F)cc(C(F)(F)F)c1	8	-10	109*	21	11	44	37	-14	0	0.5	-5
O=C1CCC(C(=O)N2CCCCCC2)CN1Cc1cccc(C(F)(F)F)c1 (centres undefined)	-2	3	9	6	11	3	2	10	-3	0.1	-15
Cc1ccc(C2NC(c3ccc(C)cc3)C([N+](=O)[O-])C(C)(C)C2[N+](=O)[O-])cc1 (centres undefined)	-4	-21	-16	9	0	11	4	22	4	2.4	4
CCNc1nc(SC(C)C(=O)OC)nc(N(C)C)n1 (centres undefined)	2	-1	-13	6	-13	1	-2	24	-1	-0.1	1
CCC(=O)Nc1ccc(NC(=O)CSc2nnnn2C(C)C)cc1	1	0	-11	-17	4	-33	-17	-34	-1	4.5	15
CCCn1nnc(NC(=O)c2ccccc2Cl)n1	4	5	-37	-3	-31	-75	4	-121	9	-0.3	-27
COc1ccccc1N(CC(=O)Nc1ccccc1C(=O)NCC(C)C)S(C)(=O)=O	-7	4	-7	12	-6	10	3	1	2	1.8	9
Cc1nc2nc(SCC(=O)c3ccccc3)[nH]c2cc1Br	nt	2	-33	-6	-63	-133	-13	-216	2	-0.5	nt
COc1cc(C(=O)NC(C)c2cc(C)ccc2C)ccc1OCC(=O)N1CCOCC1 (centres undefined)	6	15	-1	9	8	7	-1	10	4	-1.9	-5
COc1ccc(C(=O)N(C)CC(=O)Nc2cccc(F)c2)cc1S(=O)(=O)NC1CCCC1	-4	4	-7	-3	-10	8	-9	10	-2	-0.2	2
CC1CC2(C)C(=CC1=O)CCC1C2C(O)CC2(C)C1CCC2(O)C(=O)CO (centres undefined)	6	10	-3	-6	22	-7	67*	11	nt	-1.7	9
O=C(NCC1CCCO1)C(c1cccs1)N(Cc1ccccc1Cl)C(=O)c1ccc(-c2ccccc2)[nH]1 (centres undefined)	-9	-10	-15	14	31	80*	7	9	1	0.3	8

Shown field by field: entries from further up.
CCNc1nc(SC(C)C(=O)OC)nc(N(C)C)n1 (centres undefined)
- EBV LMP1 NFkB: 2
- KKLEB tox: -1
- NR2E3 ag-1: -13
- C8 TRAIL sens: 6
- Shn3 inh set2: -13
- Peg3 prom inh: 1
- CF NFkB block: -2
- HIF-2a block: 24
- NR2E3 ag-2: -1
- iPSC survival up: -0.1
- MITF TRPM1 inh: 1
CCC(=O)Nc1ccc(NC(=O)CSc2nnnn2C(C)C)cc1
- EBV LMP1 NFkB: 1
- KKLEB tox: 0
- NR2E3 ag-1: -11
- C8 TRAIL sens: -17
- Shn3 inh set2: 4
- Peg3 prom inh: -33
- CF NFkB block: -17
- HIF-2a block: -34
- NR2E3 ag-2: -1
- iPSC survival up: 4.5
- MITF TRPM1 inh: 15
CCCn1nnc(NC(=O)c2ccccc2Cl)n1
- EBV LMP1 NFkB: 4
- KKLEB tox: 5
- NR2E3 ag-1: -37
- C8 TRAIL sens: -3
- Shn3 inh set2: -31
- Peg3 prom inh: -75
- CF NFkB block: 4
- HIF-2a block: -121
- NR2E3 ag-2: 9
- iPSC survival up: -0.3
- MITF TRPM1 inh: -27
COc1ccccc1N(CC(=O)Nc1ccccc1C(=O)NCC(C)C)S(C)(=O)=O
- EBV LMP1 NFkB: -7
- KKLEB tox: 4
- NR2E3 ag-1: -7
- C8 TRAIL sens: 12
- Shn3 inh set2: -6
- Peg3 prom inh: 10
- CF NFkB block: 3
- HIF-2a block: 1
- NR2E3 ag-2: 2
- iPSC survival up: 1.8
- MITF TRPM1 inh: 9

(further entries)
SMILES	EBV LMP1 NFkB	KKLEB tox	NR2E3 ag-1	C8 TRAIL sens	Shn3 inh set2	Peg3 prom inh	CF NFkB block	HIF-2a block	NR2E3 ag-2	iPSC survival up	MITF TRPM1 inh
COc1ccc(Nc2n[nH]c(N)c2C(N)=O)cc1	-5	3	-13	16	-51	-17	9	-24	2	0.0	4
Clc1cccc(CN2CCCCCC2)c1Cl	3	-25	6	-18	8	6	7	12	3	0.5	13
O=C(CCC1CCCC1)N=C1SC2CS(=O)(=O)CC2N1Cc1ccccc1 (centres undefined)	-2	-20	-17	-3	-2	19	15	12	4	-0.6	7
Cc1ccnc(NC(c2ccncc2)c2c(C)[nH]c3ccccc23)c1 (centres undefined)	-7	6	-11	-4	-19	-2	-8	24	-1	-0.1	4
O=C1CC(O)(C(F)(F)F)Oc2c1ccc1ccccc21 (centres undefined)	-3	-20	-5	-9	13	-31	38	-84	-3	-0.5	-22
CCOc1ccc(Br)cc1S(=O)(=O)Nc1cccc(S(=O)(=O)NC2=NCCC2)c1	2	-7	-2	4	19	15	12	15	-4	-0.6	1
Cn1c(NCc2ccccc2O)nc2ccccc21	-36	14	-119	-6	-50	-251	-19	-290	2	1.3	-82
CCOC(=O)/C(C#N)=C\c1ccc(CC)s1	-13	4	-26	-6	nt	-128	2	-69	6	-3.3	-26
COc1ccc(N2C(=O)C(CC(=O)Nc3ccccc3)N(Cc3ccc4c(c3)OCO4)C2=O)cc1 (centres undefined)	-2	10	-1	1	-23	13	6	8	-2	-1.1	0
CCOc1ccc(C(=O)NNC(=O)CCNC(=O)c2ccc(Br)cc2)cc1OC	0	-8	-24	0	-1	10	16	-1	0	0.2	5
Cc1ccc(NC(=O)CSc2nnc(NC(=O)CN3CCOCC3)s2)cc1	-4	5	-6	10	-5	3	-1	0	4	0.0	1
O=C(CCC1CCCCC1)NCCN1CCOCC1	3	3	13	10	23	-3	8	9	0	0.0	2
CCOC(=O)c1cc2cc3ccccc3cc2[nH]1	-40	17	-58	-5	4	-303	-28	-253	1	-1.1	-17
CCN(CC)S(=O)(=O)c1cc(OC)c(Cl)cc1Cl	-2	-4	-15	-5	0	12	5	7	8	0.3	1
CCCCOC(=O)Nc1ccc(C(=O)OCCC)cc1	-7	3	-32	5	11	-121	-7	-71	-2	-1.7	-27
COc1ccc(C(=O)N2CC3(C)CC2CC(C)(C)C3)cc1 (centres undefined)	7	4	0	-11	-6	16	-10	6	-1	-2.4	-9
Nc1cc(=O)[nH]n1C1CCCCC1	-7	1	1	-1	1	0	-12	14	2	1.5	3
CCOC(=O)CN1C(=O)Nc2ccc(Br)cc2C1c1ccccc1 (centres undefined)	-23	-11	-3	-17	-5	26	19	25	-2	-2.2	-4
CCCCn1nnnc1SCC(=O)Nc1ccc(N(C)C)cc1	6	3	16	5	4	-2	-3	-14	-2	-1.6	13
CCN1CCN(C(=O)CS(=O)(=O)Cc2nc(-c3ccc(C)cc3)oc2C)CC1	6	-20	-3	4	-6	5	20	-3	2	0.3	6
O=C(CCCOc1ccccc1)n1nnc2ccccc21	-6	4	1	8	0	5	-2	-1	1	1.8	-6
C#CC(CC)(CC)NC(=O)c1c(C)noc1C	-9	2	4	17	-8	10	-1	11	-3	0.6	2
COC(=O)c1sc(NC(=O)COC(=O)C2CCC2)c(C(=O)OC)c1C	-1	-4	-29	0	4	3	6	8	nt	-0.4	-2
COC(=O)c1c(NC(=O)c2ccoc2C)sc(C)c1C	8	8	-8	-20	-9	4	-40	1	3	-0.5	10

Single records (already shown). Order of values: EBV LMP1 NFkB | KKLEB tox | NR2E3 ag-1 | C8 TRAIL sens | Shn3 inh set2 | Peg3 prom inh | CF NFkB block | HIF-2a block | NR2E3 ag-2 | iPSC survival up | MITF TRPM1 inh
Entry for COC(=O)c1c(NC(=O)c2ccoc2C)sc(C)c1C → 8 | 8 | -8 | -20 | -9 | 4 | -40 | 1 | 3 | -0.5 | 10
Entry for CCN(CC)S(=O)(=O)c1cc(OC)c(Cl)cc1Cl → -2 | -4 | -15 | -5 | 0 | 12 | 5 | 7 | 8 | 0.3 | 1
Entry for COc1ccc(N2C(=O)C(CC(=O)Nc3ccccc3)N(Cc3ccc4c(c3)OCO4)C2=O)cc1 (centres undefined) → -2 | 10 | -1 | 1 | -23 | 13 | 6 | 8 | -2 | -1.1 | 0
Entry for CC1CC2(C)C(=CC1=O)CCC1C2C(O)CC2(C)C1CCC2(O)C(=O)CO (centres undefined) → 6 | 10 | -3 | -6 | 22 | -7 | 67* | 11 | nt | -1.7 | 9

(listing goes on)
SMILES	EBV LMP1 NFkB	KKLEB tox	NR2E3 ag-1	C8 TRAIL sens	Shn3 inh set2	Peg3 prom inh	CF NFkB block	HIF-2a block	NR2E3 ag-2	iPSC survival up	MITF TRPM1 inh
CCOc1ncccc1C(=O)Nc1ccc(-c2cn3ccsc3n2)cc1	12	15	-24	-7	5	0	-17	-23	-4	-2.6	-5
CCOc1ccc(CN(C)CC(=O)NNC(=O)c2ccc(Cl)cc2)cc1OC	-2	9	6	9	-10	13	-13	1	-4	-2.1	-5
Cc1cccc(C(=O)NCC(=O)OCC(=O)N2CCc3ccccc32)c1	-7	5	-9	-6	-10	2	-3	11	1	1.2	12
COCCCNC(=O)C[C@H]1C[C@H](C(=O)N(C(C)C)C(C)C)[C@@]2(C)c3[nH]c4cc(-c5ccco5)ccc4c3CCN2C1=O	6	13	-9	-5	-18	5	-2	5	nt	-0.4	19
COc1ccc(NC(=O)CN2CCN(CC(=O)Nc3ccc(OC)c(OC)c3)CC2)cc1	1	3	-33	19	5	5	-2	24	4	-0.4	8
COc1ccccc1CNC(=O)CCc1cn(C)c2ccccc12	74*	2	-1	-16	12	-19	-9	16	3	-0.5	20
COc1cc(-c2noc(C)c2C(=O)NCCc2cccs2)cc(OC)c1OC	-4	6	-16	10	-2	4	-8	6	nt	-3.1	-3
COc1ccccc1/C=C(\NC(=O)c1ccccc1)C(=O)NCc1ccco1	7	10	12	-7	-7	6	-9	6	0	0.8	-5
C=C(C)c1cccc(C(C)(C)NC(=O)N2CCN(CC)CC2)c1	10	-10	-12	-12	10	1	8	26	1	-1.0	2
CC[n+]1c(/C=C(\C)Nc2ccccc2)sc2ccccc21	2	19	-19	0	10	1	-14	-32	-4	-1.6	6
CCOc1ccc(C(=O)NC(=S)Nc2ccc(N3CCOCC3)c(Cl)c2)cc1[N+](=O)[O-]	15	-15	-23	-7	29	9	22	-11	2	0.6	6
COc1ccc(N/N=C(\C#N)C(=N)N2CCCCC2)cc1	-21	-8	-89	27	-31	-212	12	-222	-4	0.4	-56
Cc1ccc(C(=O)OCC(=O)Nc2sccc2C(N)=O)cc1NC(=O)c1ccco1	36	-2	-19	8	13	20	41	5	3	1.6	-4
CC(/C=N/NC(=O)c1cccnc1)=C\c1ccco1	-13	-5	-14	-11	-8	-22	-17	-52	-1	0.8	-28
Cc1ccc(OCC(=O)Nc2ccc(CN3CCOCC3)cc2)cc1	2	5	14	15	0	-6	-4	1	-2	-0.4	-2
CC(CN1CCOCC1)OC(=O)C1COc2ccccc2O1 (centres undefined)	4	7	-28	-1	4	9	2	9	0	0.3	16
